Compound activity: PubChem BioAssay, several laboratories
ERa SRC1 pot: enhancers of ERα–SRC-1 coactivator binding, primary screen, biochemical, TR-FRET, ERα LBD, low estradiol. coactivator binding (% of control), % at 25.6 µM. Estrogen receptor (Homo sapiens), P03372. AID 639, 2007. TR-FRET ERalpha-LBD/SRC-Cy5 coactivator binding, 2 h; 100 = basal binding, no effect. 86,000 compounds, 1.3% hits; in the data active = activity above about 200%;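 also: binding measured in presence of low estradiol as agonist stimulus; 0% = peptide alone without receptor and 100% = receptor with peptide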
Rev-RRE block: HIV-1 Rev-RRE binding inhibitors, primary screen, biochemical, FRET, protein-RNA interaction; P05866; Rev peptide-RRE RNA binding; inhibition, % at 8 µM; 97,000 compounds, 0.79% hits; AID 704, 2007;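 active = inhibition above the screen-wide mean plus 3 SD, cut at about 35% in these data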;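 also: 0% = median DMSO wells and 100% = median Neomycin B control wells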
Target sequence (P05866 whole entry, looked up): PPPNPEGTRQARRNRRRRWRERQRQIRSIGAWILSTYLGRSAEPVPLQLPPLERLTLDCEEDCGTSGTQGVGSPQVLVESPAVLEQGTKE
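Test system – labelled RRE RNA duplex and labelled Rev peptide · Reagent – labelled Rev peptide · Doses – one concentration, 8 µM nominal · Incubation – 5 + 15 min at 25 °C · Signal – FRET fluorescence readout · Read-out basis – % inhibition of FRET ratio versus controls · Control set – DMSO wells as 0% and neomycin B wells as 100% inhibition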
PLK1 PBD inh: Plk1 polo box domain binding inhibitors, primary screen, biochemical, fluorescence polarization; Serine/threonine-protein kinase PLK1 (Homo sapiens), P53350; Plk1 PBD phosphopeptide binding; inhibition, %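 (tested at about 20 µM)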; 97,000 compounds, 0.13% hits; in the data active = inhibition above about 34%, passing the limit was not always enough
Target sequence (P53350 whole entry, looked up, the tested form may be a part): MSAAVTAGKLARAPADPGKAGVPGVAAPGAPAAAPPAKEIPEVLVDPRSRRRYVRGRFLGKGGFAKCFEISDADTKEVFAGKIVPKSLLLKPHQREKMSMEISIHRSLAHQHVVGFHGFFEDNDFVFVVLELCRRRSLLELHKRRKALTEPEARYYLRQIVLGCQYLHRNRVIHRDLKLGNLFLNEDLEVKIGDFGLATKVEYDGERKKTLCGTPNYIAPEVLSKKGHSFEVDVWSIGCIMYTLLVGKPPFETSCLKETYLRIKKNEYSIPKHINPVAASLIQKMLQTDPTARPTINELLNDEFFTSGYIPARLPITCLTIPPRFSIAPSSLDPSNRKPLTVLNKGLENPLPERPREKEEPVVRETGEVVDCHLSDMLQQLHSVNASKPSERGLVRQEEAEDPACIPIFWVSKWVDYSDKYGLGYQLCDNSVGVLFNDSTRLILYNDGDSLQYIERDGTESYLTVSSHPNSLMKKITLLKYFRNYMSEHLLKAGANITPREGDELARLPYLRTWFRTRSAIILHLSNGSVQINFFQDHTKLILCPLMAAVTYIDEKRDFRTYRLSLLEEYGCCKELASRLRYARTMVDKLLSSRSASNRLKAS
CD11b adhes inh: inhibitors of CD11b/CD18 adhesion to fibrinogen, primary screen, K562 cells, luminescence | ATPlite luminescence; Mn2+ added to activate the integrin | inhibition, % at 10 µM | 93,000 compounds, 0.54% hits | AID 1497, 2009;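 active = primary inhibition of 50% or more at 10 µM, then 40% or more on retest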; also: some results filed as inactive read as strong as hits
PLK1 kinase inh: human PLK1 kinase inhibitors, primary screen, biochemical, TR-FRET; inhibition, % at 10 µM; Serine/threonine-protein kinase PLK1 (Homo sapiens), P53350; recombinant PLK1 kinase, TR-FRET peptide phosphorylation; 97,000 compounds, 0.53% hits;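 active = inhibition of 50% or more in the single-concentration screen; inactive = inhibition below 50%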;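 also: 0% = DMSO max control and 100% = H-89 dihydrochloride min control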
ERb SRC1 inh: inhibitors of ERβ-SRC1 coactivator interaction, primary screen, biochemical, TR-FRET, ERβ LBD, SRC-1 peptide; Estrogen receptor beta (Homo sapiens), Q92731; TR-FRET ER-beta LBD / SRC1-Cy5 peptide binding; receptor agonist-loaded with 1 µM estradiol; inhibition, % at 25.6 µM; 86,000 compounds, 1.3% hits;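 active = compounds whose percent inhibition of the receptor-coactivator binding signal exceeds about 50% in the single-dose screen, limit read from the data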;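 also: 0% = receptor plus peptide wells without compound and 100% = peptide-only wells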
Mac1 fbg enh: enhancers of CD11b/CD18 adhesion to fibrinogen, primary screen, K562 cells, luminescence; Integrin beta-2 (Homo sapiens) + Integrin alpha-M (Homo sapiens), P05107+P11215; ATPlite luminescence; activation, % at 10 µM; 93,000 compounds, 0.07% hits; AID 1499, 2009;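 active = 10 µM primary screen giving 50% or more activity, confirmed by 40% or more on retest at that dose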; also: strong numbers were not always called active
ERa coact inh: ERα–SRC-1 coactivator interaction inhibitors, primary screen, biochemical, TR-FRET, ERα LBD, estradiol-bound; Estrogen receptor (Homo sapiens), P03372; TR-FRET ER-alpha LBD / SRC-1 peptide; inhibition, % at 25.6 µM; 86,000 compounds, 1.7% hits; AID 629, 2007; in the data active = inhibition above about 50%;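 also: 0% = receptor plus peptide control and 100% = peptide only without receptor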
FAK inh: FAK kinase inhibitors, primary screen, biochemical. Focal adhesion kinase 1 (Homo sapiens), Q05397. biochemical FAK kinase activity assay. inhibition, %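 (tested at 7 µM)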. 97,000 compounds, 0.84% hits. AID 727, 2007; in the data active = inhibition above about 19%;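 also: 0% = DMSO and 100% = reference compound high control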
Numbers without * were called inactive; nt = not tested or not shown; [ ] = remark or other dose.

The line under a structure holds: ERa SRC1 pot	Rev-RRE block	PLK1 PBD inh	CD11b adhes inh	PLK1 kinase inh	ERb SRC1 inh	Mac1 fbg enh	ERa coact inh	FAK inh
#1 COc1cc(CNC2CCCC2)cc(OC)c1
 : 87[fluorescence artefact?]	2	7	-27	3	1	3	-9	2
#2 O=C(/C=C/c1ccccc1)NC(=S)Nc1ccc(N2CCOCC2)c(Cl)c1
 : nt	2	-15	-9	-3	nt	-2	nt	2
#3 O=C(Cc1c(F)c(F)c(F)c(F)c1F)OC12CC3CC(C1)C(=O)C(C3)C2
 : 100	nt	nt	3	nt	1	5	-8	nt
#4 NCCc1nnc(SCc2ccccc2F)o1
 : 108[fluorescence artefact?]	2	14	-1	-9	-2	1	-3	3
#5 CC(C)(C)Sc1ccc(N)nc1
 : 125	4	-10	-1	-15	-2	0	5	-1
#6 C=C(C)c1cccc(C(C)(C)NC(=O)NCC2CCCO2)c1 (stereo not drawn)
 : 116	-4	-18	-7	-6	5	2	-8	1
#7 O=C(Nc1ccc2c(c1)OCCO2)C1CCN(C(=O)c2ccc(F)cc2)CC1
 : 94	-4	-10	-13	-3	4	-6	-1	-9
#8 CCCc1cc(=O)[nH]c(SCC(=O)N(C)CC(=O)Nc2ccccc2CC)n1
 : 117	-1	22	-3	-4	-2	-1	-6	-4
#9 Cn1c(CNc2ccc(Cl)cc2)nnc1SCCN1CCCCC1
 : 118	8	-6	nt	-6	-9	nt	-5	0
#10 Cc1cccc(C)c1NC(=O)CSc1nnc(Cc2ccccc2)o1
 : 98	1	-7	nt	-11	-1	nt	-1	0
#11 CCOC(=O)c1ccccc1Nc1cn(C(C)=O)c2ccccc12
 : 94	-1	-28	26	-10	-2	-4	-3	1
#12 CCOC(=O)C1=C(c2ccccc2)NC(SCC(N)=O)=C(C#N)C1c1cccnc1 (stereo not drawn)
 : nt	1	-26	-6	-14	nt	-6	nt	1
#13 O=C(CNCC1CCCO1)N1CCN(S(=O)(=O)c2ccc3ccccc3c2)CC1 (stereo not drawn)
 : nt	5	-8	0	-10	nt	7	nt	1
#14 Cn1c(=O)[nH]c(=O)c2c1nc(Br)n2Cc1ccccc1Cl
 : 92	4	-22	5	0	-3	2	7[fluorescence artefact?]	8
#15 CCC(C)C(=O)Nc1nc(C)c(-c2csc(Nc3ccccc3OC)n2)s1 (stereo not drawn)
 : nt	2	-11	0	-2	nt	2	nt	0
#16 CCNC(=O)N1c2ccc(OC)cc2C(C)=CC1(C)C
 : 96	7	3	3	-10	0	0	-5	6
#17 O=C1N(c2ccccc2)C2CS(=O)(=O)CC2N1c1ccc(Br)cc1 (stereo not drawn)
 : 122	6	-31	nt	-1	5	nt	-3	-3
#18 CCOC(=O)C1CCN(Cc2cnc(Oc3ccc(OC)cc3)s2)CC1
 : nt	8	5	nt	-3	nt	nt	nt	1
#19 COCc1cc(C)nc(OCC(=O)N/N=C/c2ccc(-c3cccc([N+](=O)[O-])c3)o2)c1C#N
 : nt	4	-37	2	-12	nt	-3	nt	6
#20 CC(C)CCn1c(CN2CCN(Cc3ccccc3)CC2)nc2c1c(=O)n(C)c(=O)n2C
 : 97	0	-21	15	-1	-9[fluorescence artefact?]	-1	-11	-3

An excerpt from above in order of count of non-hydrogen atoms, highest first:
The line under a structure holds: ERa SRC1 pot	Rev-RRE block	PLK1 PBD inh	CD11b adhes inh	PLK1 kinase inh	ERb SRC1 inh	Mac1 fbg enh	ERa coact inh	FAK inh
#2 O=C(/C=C/c1ccccc1)NC(=S)Nc1ccc(N2CCOCC2)c(Cl)c1
 : nt	2	-15	-9	-3	nt	-2	nt	2
#11 CCOC(=O)c1ccccc1Nc1cn(C(C)=O)c2ccccc12
 : 94	-1	-28	26	-10	-2	-4	-3	1
#14 Cn1c(=O)[nH]c(=O)c2c1nc(Br)n2Cc1ccccc1Cl
 : 92	4	-22	5	0	-3	2	7[fluorescence artefact?]	8

Next part.
The line under a structure holds: ERa SRC1 pot	Rev-RRE block	PLK1 PBD inh	CD11b adhes inh	PLK1 kinase inh	ERb SRC1 inh	Mac1 fbg enh	ERa coact inh	FAK inh
#21 C/C(=N\N=C(/N)SC1CC(=O)N(c2ccc(Cl)cc2)C1=O)c1cccs1 (stereo not drawn)
 : nt	6	25	-8	-7	nt	-2	nt	-7
#22 COc1ccccc1NC(=O)c1ccc(C)s1
 : 115[fluorescence artefact?]	2	25	-36	-13	1	-4	1	-2
#23 C/C(=N/NS(=O)(=O)c1ccc(Cl)cc1)c1cccc(NC(=O)c2ccc(Cl)cc2Cl)c1
 : nt	-1	3	nt	-3	nt	nt	nt	1
#24 Cn1c(CNc2ccccc2)nc2ccccc21
 : nt	1	6	13	-10	nt	-2	nt	-2
#25 COc1ccc(CCNC(=O)NC(C(F)(F)F)C(F)(F)F)cc1OC
 : 112	3	-9	9	-6	-1	0	-2	-2
#26 CCOC(=O)C1=C(C)NC(=O)NC1c1ccc(OC(C)C(=O)O)c(OC)c1 (stereo not drawn)
 : 103	3	-10	-4	-4	-9	2	-4	1
#27 OCCCc1nc2n(n1)C(c1cccs1)C=C(c1ccccc1)N2 (stereo not drawn)
 : 96	137*[fluorescence artefact?]	-56	0	-5	5	-2	0	-2
#28 CCOC(=O)N1CCC(NC(=O)c2ccc3c(c2)N(CC)CCS3)CC1
 : 107	3	-28	nt	-27	22	nt	-3	-3
#29 O=C1OCc2cc(NC(=O)C3CCCO3)ccc21 (stereo not drawn)
 : 116	12	12	-6	-11	-1	-4	9	3
#30 CCCC(=O)NCCc1nc2ccccc2n1C
 : 113[fluorescence artefact?]	nt	nt	-6	nt	1	4	3	nt
#31 COc1ccc(-c2cc(C(=O)O)[nH]n2)cc1OC
 : 75	14	6	54	-1	21	-5	0	-2
#32 CCn1nnnc1SCC(=O)N(C1CCCCC1)C1CCCCC1
 : 101	8	13	-25	-6	5	-2	-2	0
#33 Cc1onc(-c2ccccc2)c1C(=O)NCc1ccco1
 : 91	3	0	14	-1	7	-5	6	2
#34 Cc1cccc(-c2nc(CN3CCCC(C(=O)NC4CCCC4)C3)c(C)o2)c1 (stereo not drawn)
 : 114[fluorescence artefact?]	0	8	-12	-13	-11[fluorescence artefact?]	3	4	-4
#35 CCCCCC(=O)OC(CN1CCCCC1)CN1CCCC1=O (stereo not drawn)
 : nt	3	22	13	-6	nt	-1	nt	-4
#36 CC(=O)Nc1ccc(C(=O)N2CCCC2)cc1
 : 105	4	28	-18	-7	-4	0	-7	-3
#37 Cc1ccc(C(=O)NCCN(C)C)c(C)c1
 : 101	-2	8	-25	-5	-10	3	-7	-2
#38 CCC(C)OC(=O)c1cc(C)nc2c(Br)cc(Br)cc12 (stereo not drawn)
 : 115	11	26	nt	-6	3[fluorescence artefact?]	nt	-4	-3
#39 O=C(OCC(=O)N1CCN(C(=O)c2ccco2)CC1)c1cc(-c2ccco2)nc2ccccc12
 : 29[fluorescence artefact?]	-9	-1	6	-22	89*	1	92*[fluorescence artefact?]	69*
#40 N#CNC1=NCN(Cc2ccccc2)CN1
 : 114	4	-12	22	0	0	-3	-5	-1
#41 COc1ccc(N(CCC#N)S(=O)(=O)c2ccc(Cl)cc2)cc1
 : 102	4	0	6	4	-7	-2	5	0
#42 Nc1ccc2oc(-c3ccc4nc[nH]c4c3)nc2c1
 : 33[fluorescence artefact?]	0	-24	nt	8	30	nt	77*[fluorescence artefact?]	12
#43 Cc1c(Cl)cccc1Nc1nc(N)nc(CN2CCc3ccccc3C2)n1
 : 107	14	-17	3	-1	2	-3	1	-1
#44 O=C(Cc1cccs1)NCc1ccccc1
 : 96[fluorescence artefact?]	nt	nt	8	nt	-5	0	-1	nt
#45 Cc1ccc(NC(=O)N(Cc2cccnc2)Cc2ccco2)cc1C
 : 121	-1	14	13	0	2	-1	-9	-7
#46 COCCCNC(=O)CNC(=S)N(Cc1ccccc1F)C1CCCCC1
 : 104	6	-11	-31	-6	-4[fluorescence artefact?]	0	-2	0
#47 Cc1ccc(S(=O)(=O)N2CCCC2)cc1S(=O)(=O)N1CCCC1
 : 139	-1	4	-14	-6	0	5	3	-1
#48 CC(C)CCOc1ncnc2c1sc1nc3c(cc12)CSC(C)(C)C3
 : 195[fluorescence artefact?]	12	9	nt	-52	45[fluorescence artefact?]	nt	39[fluorescence artefact?]	-1
#49 O=C(CSc1nc(Cc2ccccc2)nc2ccccc12)Nc1nc2c(s1)CCCC2
 : nt	2	10	24	-12	nt	-1	nt	-4
#50 COc1cc2c(cc1OC)C(c1cc3ccccc3oc1=O)=NC(C)(C)C2
 : 99	6	-4	nt	-1	-15	nt	-10[fluorescence artefact?]	0
#51 Cc1cc(C)cc(-n2nnnc2SCC(=O)N2CCOCC2)c1
 : 96	7	0	nt	-12	-12	nt	-15	1
#52 Cc1ccc(CC(CC(=O)NCCc2ccc3c(c2)OCO3)C(=O)O)cc1 (stereo not drawn)
 : 102	8	-12	-2	2	5	-2	2	-3
#53 COc1ccc(C(=O)N2CCCC(C(=O)N3CCCCCC3)C2)cc1 (stereo not drawn)
 : 113	3	22	-1	-3	-8	-5	-4	-2
#54 c1coc(CN=C2NC(=NCc3ccco3)c3ccccc32)c1
 : 86	21	-3	-15	-6	16	0	10	4
#55 CCn1c(CNC(=O)c2cccc(C)c2)nnc1SCC(=O)NC1CCCCC1C (stereo not drawn)
 : 101[fluorescence artefact?]	-3	-16	nt	-13	-6	nt	0	-2
#56 CCC(=O)Nc1ccc(OC)cc1OC
 : 156[fluorescence artefact?]	5	7	-1	-7	1	-1	5	-1
#57 COc1ccc(C2CC(O)(C(C)(C)O)NO2)cc1 (stereo not drawn)
 : 127	1	13	-2	9	11	-1	-8	-3
#58 Cc1cc(S(=O)(=O)NCCCN2CCOCC2)ccc1F
 : 116	2	17	nt	-7	4	nt	-6	3
#59 Brc1cccc(-c2nnc3sc(CN4CCCCC4)cn23)c1
 : 99	8	25	-15	10	-4	4	6	6
#60 CC1SC(c2ccc(Cl)cc2Cl)NC1=O (stereo not drawn)
 : 110	0	-5	nt	-19	-16	nt	-13	3

An unsorted share of the library, and some 4.7% of all compounds hit somewhere here.
